Screens deposited in PubChem BioAssay by Institute for Biomedicine and Glycomics.
trophozoite growth: anti-Giardia activity of synthetic compounds – Compounds Australia Scaffold Library subset, 24/48 h, primary screen (AID 1794835); hits give high values; inhibition, % at 10 µM; 2% of 2,500 active; in the data active = inhibition mostly above about 45%, no sharp cut-off; inactive = mostly below about 37%;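 also: 0% = parasite counts in DMSO vehicle wells; trophozoite growth inhibition read by imaging counts at 24 h; calls made by hand needing about 50% inhibition in two separate runs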
* marks the source's active call; other numbers are inactive results; i = inactive. These rows are one share of the data; rates above refer to the full screens.

molecule	trophozoite growth
Cc1cn2c(S(=O)(=O)N3CCN(c4ccc(F)cc4)CC3)c(C(C)C)nc2s1	19.4
O=C(NCc1ccncc1)c1cncc(-c2cccc(NC(=O)C3CCC3)c2)c1	i
O=C(c1ccc(OC(F)(F)F)cc1)N1C[C@@H]2C[C@H]1C[C@@H]2NS(=O)(=O)c1cccs1	i
O=C(Cn1c(=O)n(CCc2ccccc2)c(=O)c2nccnc21)NC1CCCC1	i
O=C(c1ccc[nH]c1=S)N1CCCC(CN2CCN(c3ccccn3)CC2)C1 (stereo not drawn)	i
Cc1noc2ncc(C(=O)N3CCN(CCO)CC3)cc12	i
Cc1ccc(N2CCN(Cc3nc4ccccc4[nH]c3=O)CC2)cc1	i
CC(C)CCN1CCCC(c2nc(-c3cnccn3)n[nH]2)C1 (stereo not drawn)	i
O=C(Nc1ccc(N2CCOCC2)nc1)N1CCN(Cc2ccccc2)C2(CCCCC2)C1	i
CCC1(N2CCN(C(=O)Nc3cccc(F)c3C)CC2)CCN(C(=O)C(C)C)C1 (stereo not drawn)	i
CCn1cc(CN2CCN(C(=O)CCc3ccccc3)CC2)ccc1=O	i
CN(C)[C@@H]1CN(CC2CCCCC2)CC[C@@H]1CO	i
O=C(Cc1ccccc1[N+](=O)[O-])N1CCN(C(=O)c2ccc3c(c2)OCO3)CC1	9.4
CCN(CC)S(=O)(=O)c1ccc2[nH]cc(C(=O)NCCCN3CCCC3)c(=O)c2c1	13.0
CC(=O)N1CCCc2cc(S(=O)(=O)N3CCN(c4ccc(F)cc4)CC3)ccc21	0.2
C1CN(Cc2nnnn2C2CC2)CCN(Cc2nnnn2C2CC2)C1	i
O=C(CN1CCN(C(=O)C2CCC2)CC1)Nc1cccc(F)c1	i
Cn1cc(C(=O)c2ccccc2O)cc1-c1nc2ccccc2c(=O)[nH]1	i
Cc1nn(-c2ccccc2)c2c1C(C(=O)NC1CCCC1)N(c1ccc(F)cc1F)C(=O)CS2 (stereo not drawn)	1.8
O=C(Cc1csc2nc(-c3ccccc3)cn12)Nc1ccc(Cl)cc1	67.7*
COC(=O)CCc1c(C)[nH]n(-c2nc3ccccc3[nH]2)c1=O	i
Cn1cc(-c2cc3n(n2)CCC(=O)N3CC(=O)N2CCC3(CC2)OCCO3)c2ccccc21	10.8
CCCN1CCN(C(=O)C2=C(C)C(=O)OC23CCN(S(=O)(=O)CC)CC3)CC1	i
C=CCn1ccc2ccn(Cc3c(C)noc3C)c(=O)c21	i
O=C1CN(C(=O)CSc2ccc(Br)cc2)C2(CCCCC2)C(=O)N1	i
CCCN(CCC)CCNC(=O)C1CCN(Cc2nc(-c3ccc(OC)c(OC)c3)no2)CC1	i
Cn1c(=O)c2c(-c3ccccc3)c(Nc3ccccc3)oc2n(C)c1=O	9.4
CC1(C2CCN(C(=O)CCSc3ccc(F)cc3)CC2)NC(=O)NC1=O (stereo not drawn)	2.1
CCc1nc(-c2ccc3c(c2)CCN3C(=O)CCc2ccc(OC)cc2)no1	14.1
COc1ccccc1NC(=O)Cn1cnc2c1c(=O)n(C)c(=O)n2C	i
Cc1ccc(-c2c(C)noc2C)cc1S(=O)(=O)N1CC=C(c2ccccc2)CC1	i
CC(C(=O)Nc1cccc([N+](=O)[O-])c1)N1CCN(c2nc3ccccc3s2)CC1 (stereo not drawn)	i
CCc1nccn1CC1CCCN1 (stereo not drawn)	i
Cc1noc(-c2nn(C)c3c2CN(S(=O)(=O)Cc2cccc(F)c2)CC3)n1	14.3
CSc1ccc(-c2csc(CN3CCN(C(C)=O)CC3)n2)cc1	12.1
CCc1nnc(-c2cc3ccccc3n2CC(=O)N2CCCc3ccccc32)o1	i
Cc1nc(CN2CCN(C(C)C(=O)NC3CC3)CC2)sc1C (stereo not drawn)	i
O=S(=O)(NCCC1=CCCCC1)c1ccc(-c2cnc(C3CCCC3)o2)s1	27.9
Cn1ncc(-c2nc(C3CC3)no2)c1N	i
CCc1ccccc1NC(=O)CN1CCN(C(=O)c2cnn(-c3ccccc3)n2)CC1	i
CCCc1cc(=O)n2nc(N(C)CC(=O)NCCCN3CCCC3=O)sc2n1	4.1
Cc1cnn(CC(C)NCc2nc(-c3ccc4c(c3)OCO4)no2)c1 (stereo not drawn)	i
CN1C(=O)c2cc(C(=O)NCc3ccc(F)cc3)nn2CC1(C)C(=O)NCc1ccc(F)cc1 (stereo not drawn)	2.3
Cc1ccc(-c2nc(-c3cccc(-c4ccn[nH]4)c3)no2)cc1	41.5
CC1CC(C)CN(C(=O)Cn2cnc3c(nc4n3CCCCC4)c2=O)C1 (stereo not drawn)	i
COc1cc(NC(=O)C2CCCN(c3nc4ccccc4[nH]c3=O)C2)cc(OC)c1 (stereo not drawn)	i
CN(Cc1ccccc1)C(=NS(C)(=O)=O)Nc1ccccc1	i
O=S(=O)(c1cc(-c2nc(-c3cccc(F)c3)no2)cs1)N1CCCCC1	i
O=C(Cn1nnc(-c2ccco2)n1)NCCc1ccc(F)cc1	i
COc1cc(OC)cc(N2C(=O)c3ccccc3CCC2(C)C(=O)NCCC(C)C)c1 (stereo not drawn)	i
CCOc1ccc(NC(=NS(C)(=O)=O)Nc2cc(C)c(Cl)cc2OC)cc1	18.1
Cc1cccc(-c2nnc(C(C)N3CC(n4nc(C)cc4C)C3)o2)c1 (stereo not drawn)	i
c1ccc(-n2nnnc2Oc2ccc(-c3nc4ccccc4s3)cc2)cc1	19.1
CCc1ncncc1C(=O)N1CCN(Cc2nc(C(C)C)no2)CC1	26.6
CCC(=O)N1CCC(Oc2ccc(C(=O)N3CCOCC3)cn2)CC1	i
Cc1ccc(CNC(=O)c2cc(-c3ccc(C)c(C)c3)n(C3CCS(=O)(=O)C3)n2)cc1 (stereo not drawn)	i
CN1CCC(OC2CCN(C(=O)CC3CCCC3)CC2)CC1	26.4
COc1ccccc1N1CCN(C(=O)c2cc(C3CC3)[nH]n2)CC1	i
CCC1CN(C(=O)c2cn(-c3ccc4c(c3)OCCO4)nn2)CCO1 (stereo not drawn)	i
COc1ccc(OC)c(CNC(=O)c2ccc3[nH]c4c(c3c2)CN(C(C)=O)CC4)c1	i

More results
molecule	trophozoite growth
O=C(Cn1cccc(-c2nc(-c3ccc(Br)cc3)no2)c1=O)N1CCCc2ccccc21	i
O=C(CCN1C(=O)CSc2ccccc21)Nc1n[nH]c(-c2ccccn2)n1	i
O=C(CCn1[nH]c(=O)ccc1=O)Nc1nc(-c2ccc3c(c2)CCC(=O)N3)cs1	i
O=[N+]([O-])c1ccccc1Sc1nnnn1C1CCOCC1	8.6
O=S(=O)(c1cccc2cccnc12)N1CCc2nc(-c3ccc(F)cc3)ncc2C1	3.1
Cc1oc(-c2cccs2)nc1Cn1cccn1	i
CCCn1c(=O)c2c(nc3n2CCN3c2ccc(CC)cc2)n(C)c1=O	i
CCc1cc(-c2csc(S(=O)(=O)N(C)c3ccc(C)c(C)c3)c2)on1	1.7
CC(C)c1n[nH]c(C2CN(C(=O)c3cnc[nH]3)CCO2)n1 (stereo not drawn)	i
Cc1cc(C(=O)N2CCN(CCO)CC2)c2c(C)noc2n1	i
CCCc1[nH]nc2c1C(c1ccccc1)C(CN)=C(N)O2 (stereo not drawn)	i
O=C(CCc1nc(-c2ccccn2)no1)NCCOc1ccccc1	i
COc1ccc(S(=O)(=O)N(C)c2ccsc2C(=O)NCCC(C)C)cc1	10.4
O=C(c1cn2ccnc(-c3ccccc3)c2n1)N1CCCCC1	30.6
CCCCNC(=O)c1cccc(N2CCCC2=O)c1	4.7
Cc1ccc(C(=O)N2CCCN(S(C)(=O)=O)CC2)c(=O)[nH]1	19.8
CC(C)c1ccc(Nc2ncccc2S(=O)(=O)N2CCCC2)cc1	57.5*
COc1ccc(OC)c(CNC(=O)c2ccc(N3CCOc4ccccc43)s2)c1	9.9
Cc1c(C(=O)N2CCc3ccccc32)cnn1-c1cccc(C(F)(F)F)c1	i
O=S1(=O)C[C@H](NCc2ccccn2)[C@@H](S(=O)(=O)c2ccccc2)C1	i
COc1ccc(CNC(=O)C2(C)CCCN(C(=O)Cc3cccs3)C2)cc1 (stereo not drawn)	i

Compounds from the list above that have a halogen (17):
molecule	trophozoite growth
Cc1cn2c(S(=O)(=O)N3CCN(c4ccc(F)cc4)CC3)c(C(C)C)nc2s1	19.4
O=C(c1ccc(OC(F)(F)F)cc1)N1C[C@@H]2C[C@H]1C[C@@H]2NS(=O)(=O)c1cccs1	i
CCC1(N2CCN(C(=O)Nc3cccc(F)c3C)CC2)CCN(C(=O)C(C)C)C1 (stereo not drawn)	i
CC(=O)N1CCCc2cc(S(=O)(=O)N3CCN(c4ccc(F)cc4)CC3)ccc21	0.2
O=C(CN1CCN(C(=O)C2CCC2)CC1)Nc1cccc(F)c1	i
Cc1nn(-c2ccccc2)c2c1C(C(=O)NC1CCCC1)N(c1ccc(F)cc1F)C(=O)CS2 (stereo not drawn)	1.8
O=C(Cc1csc2nc(-c3ccccc3)cn12)Nc1ccc(Cl)cc1	67.7*
O=C1CN(C(=O)CSc2ccc(Br)cc2)C2(CCCCC2)C(=O)N1	i
CC1(C2CCN(C(=O)CCSc3ccc(F)cc3)CC2)NC(=O)NC1=O (stereo not drawn)	2.1
Cc1noc(-c2nn(C)c3c2CN(S(=O)(=O)Cc2cccc(F)c2)CC3)n1	14.3
CN1C(=O)c2cc(C(=O)NCc3ccc(F)cc3)nn2CC1(C)C(=O)NCc1ccc(F)cc1 (stereo not drawn)	2.3
O=S(=O)(c1cc(-c2nc(-c3cccc(F)c3)no2)cs1)N1CCCCC1	i
O=C(Cn1nnc(-c2ccco2)n1)NCCc1ccc(F)cc1	i
CCOc1ccc(NC(=NS(C)(=O)=O)Nc2cc(C)c(Cl)cc2OC)cc1	18.1
O=C(Cn1cccc(-c2nc(-c3ccc(Br)cc3)no2)c1=O)N1CCCc2ccccc21	i
O=S(=O)(c1cccc2cccnc12)N1CCc2nc(-c3ccc(F)cc3)ncc2C1	3.1
Cc1c(C(=O)N2CCc3ccccc32)cnn1-c1cccc(C(F)(F)F)c1	i
